Screening results as filed in PubChem.
MC4R antag cAMP: blocks human MC4R cAMP signaling. 360,000 compounds, 0.48% hits. AID 540295. inhibition, % at 6.5 µM. MC4R-expressing cells, MTII-stimulated cAMP, LANCE TR-FRET. P32245;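 active means inhibition above its plate's cutoff, the mean of tested wells on that plate plus 3 SD, cut at about 29% in these data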;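 further: 0% = Melanotan II alone and 100% = Melanotan II plus saturating MCL0020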
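Test system: U2OS cells stably expressing human melanocortin 4 receptor (MC4R); also added: Melanotan II challenge; compound: 6.5 µM single dose; timing: 30-min compound preincubation, 1-h Melanotan II challenge, 1-h detection, room temperature; signal: Eu-cAMP/anti-cAMP TR-FRET, emission 671 nm; repeats: one well per compound, no replicates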
TLR9-MyD88 block: inhibitors of human TLR9-MyD88 binding; Q9NR96+Q99836; AID 504734; CHO BLA complementation TLR9-MyD88, CCF4 FRET ratio; 340,000 compounds, 0.21% hits; inhibition, % at 4.98 µM;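 active means inhibition above the mean over all tested compounds plus 3 SD, cut at about 21% in these data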;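 further: 0% = DMSO only wells and 100% = clavulanate BLA inhibitor control wells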
ABCB6 inh 2: inhibitors of human ABC transporter ABCB6; fluorescence ratio to DMSO, % at 10 µM; 360,000 compounds, 0.19% hits; K562-ABCB6 porphyrin accumulation, flow cytometry, 1 h; hits give low values; AID 602162;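 active means fluorescence ratio to DMSO below 75%, the collection mean minus 3 SD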;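 further: signal is porphyrin accumulated inside mitochondria; 100% equals median channel fluorescence of DMSO control wells; lower ratio means ABCB6 inhibition with less porphyrin fluorescence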
N-glyco inh: blocks N-linked glycosylation in D54 reporter cells | D54 ERlucT glycosylation luciferase reporter, 24 h; percent of 100 nM tunicamycin response | reporter increase, % at 12.5 µM | 360,000 compounds, 0.23% hits | AID 588692;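 active means mean luciferase reporter signal, scaled so untreated is 0 and the glycosylation-blocking control 100, at or above a set limit in every replicate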;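 further: luciferase carries N-glycosylation sites so blocking glycosylation raises the light; 0% = median of neutral control wells and 100% = median of 100 nM tunicamycin wells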
HTR2A ag: agonists of mouse serotonin 5-HT2A receptor (HTR2A); CHO-K1 mHTR2A beta-arrestin complementation, luminescence; percent of 30 µM serotonin response; activation, % at 7.6 µM; 360,000 compounds, 0.66% hits; AID 624169;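 active means activation above a run cutoff, the mean activation of all tested compounds plus 3 SD, cut at about 14% in these data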;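 further: 0% = plate median of compound wells and 100% = 30 µM serotonin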
SRC2 inh: human SRC2 (NCOA2) inhibition. 370,000 compounds, 0.17% hits. Q15596. inhibition, % at 9 µM. HEK293 GAL4-SRC2 luciferase reporter, luminescence;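 active means inhibition above the mean inhibition of all tested compounds plus 3 SD, set per campaign, cut at about 52% in these data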;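 further: 0% = DMSO treated cells and 100% = cells given Gossypol at 36 µM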
ABHD5 PLIN5 PPI: inhibitors of human ABHD5-perilipin-5 interaction; inhibition, % at 4 µM; Split G. princeps luciferase complementation, luminescence, 4 h; Q00G26+Q8WTS1; 360,000 compounds, 0.78% hits;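 active means inhibition above the mean inhibition across every tested compound plus 3 SD, cut at about 22% in these data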;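 further: 0% = DMSO only wells and the 100% control is not disclosed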
NOD2 RIPK2 PPI: NOD2-RIPK2 protein interaction inhibition. CHO BLA complementation NOD2-RIPK2, CCF4 ratio. O43353. inhibition, % at 4.98 µM. 360,000 compounds, 0.38% hits; in the data active means inhibition above about 21%;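 further: 0% = vehicle only and 100% = reference blocker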
Cardio protect: modulators protecting cardiomyocytes from myocardial damage | H9c2 cardiomyocytes, H2O2 injury protection, ATPLite, 2 h | protection from H2O2 cell death, % at 20 µM | 360,000 compounds, 0.63% hits | AID 588492;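 active means compounds giving at least 50% protection of heart cells from peroxide-induced death in the single-dose screen, raw or plate-pattern-corrected value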;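 further: 0% = DMSO wells with peroxide and 100% = DMSO wells without peroxide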
MC4R ag barr: human MC4R agonism via beta-arrestin | AID 540308 | U2OS MC4R beta-arrestin complementation, luminescence; percent of melanotan II response, DMSO zero | activation, % at 8.9 µM | 360,000 compounds, 0.98% hits;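 active means activation above a per-plate cutoff, the mean activation of sample wells on that plate plus 3 SD, cut at about 8% in these data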
* marks the source's active call; other numbers are inactive results; x = not tested or not shown. These rows are one share of the data; the hit share may differ from the screen's.

SMILES | MC4R antag cAMP | TLR9-MyD88 block | ABCB6 inh 2 | N-glyco inh | HTR2A ag | SRC2 inh | ABHD5 PLIN5 PPI | NOD2 RIPK2 PPI | Cardio protect | MC4R ag barr
COc1ccccc1OC(C)C(=O)Nc1ccc(S(=O)(=O)Nc2nccs2)cc1 (stereo not given) | 6 | 7 | 83 | -1 | -5 | 7 | -6 | -3 | -2 | 0.5
CCOC(=O)C1=CCN(S(=O)(=O)c2ccc(C)cc2)[C@H]1c1ccccc1Cl | x | x | 95 | -1 | -1 | -3 | -6 | -1 | -5 | x
CC(=O)N=c1scc(-c2ccccc2)n1-c1cccc(O)c1 | 7 | -3 | 93 | 0 | 9 | 12 | -3 | 11 | 9 | -0.7
COc1nc(N(C)C)nc(N(C)c2cc(Cl)cc(Cl)c2)n1 | -4 | 5 | 101 | 1 | -1 | -30 | -3 | -18 | -5 | 0.2
O=C(NCC1CCCO1)C1c2ccccc2C(=O)N1C1CCCCCCC1 (stereo not given) | 1 | -13 | 94 | 2 | -1 | -4 | 0 | -13 | 2 | -1.5
Cc1nnc(-c2ccc(Oc3ccc(Br)cc3)c([N+](=O)[O-])c2)o1 | 19 | -1 | 91 | 0 | 1 | -14 | 4 | -4 | -8 | -0.4
O=C(NNc1nc2ccccc2s1)C1CC1 | 9 | 2 | 100 | 1 | -3 | -1 | 1 | -69 | 0 | -1.4
Fc1ccc2cc(-c3ccsc3)ncc2c1 | -2 | -7 | 89 | -1 | 9 | -4 | 7 | -7 | -9 | -0.5
NC(=S)NN=C1CSSC1 | 14 | 8 | 97 | -11 | -5 | x | -18 | -4 | -2 | -0.7
CC(Sc1ccsc1[N+](=O)[O-])C(=O)NCCc1ccc(Cl)cc1 (stereo not given) | 7 | 1 | 90 | 3 | -5 | 9 | 11 | 8 | -2 | -0.6
CCC(C)[C@H](NC(=O)Nc1ccc(C)cc1C)C(=O)O (stereo not given in full) | 6 | -3 | 96 | 0 | 3 | -25 | -6 | -7 | 1 | -2.7
Cc1cccnc1C(NC(=O)C1CCN(Cc2ccc3ccccc3n2)CC1)c1ccc(Cl)cc1 (stereo not given) | 10 | x | 94 | -4 | -6 | 29 | 7 | 0 | 2 | -0.2
Cc1cccc(N(C)C(=S)Oc2ccc3ccccc3c2)c1 | 17 | -5 | 105 | -2 | 11 | -14 | -20 | -7 | -16 | 1.6
CCOC(=O)C1=C(CS(=O)(=O)c2ccc(C)cc2)NC(=O)NC1c1cc(OC)c(OC)c(OC)c1 (stereo not given) | 12 | -3 | 95 | 5 | -2 | -12 | -4 | -2 | -2 | -1.7
COc1ccccc1C1C(C#N)=C(N)N(N(C)C)C2=C1C(=O)CC(C)(C)C2 (stereo not given) | 6 | -8 | 51* | 2 | 1 | -6 | -6 | 2 | 3 | -1.6
COc1nc(N(c2ccccc2)c2ccccc2)nc(-n2ccnc2)n1 | 4 | -4 | 94 | 6 | 3 | -22 | 5 | 0 | -2 | 0.5
COCc1nnc(NC(=O)c2cc3ccccc3o2)s1 | 21 | -2 | 100 | -2 | 2 | -61 | -5 | -3 | -2 | 0.9
CCC1CCCCN1C(=O)c1cc(-c2ccc(Cl)c(Cl)c2)on1 (stereo not given) | -5 | 0 | 97 | 1 | -3 | -29 | -8 | 10 | -18 | -0.6
Cc1ccc(C2(O)CN(c3ccccc3C)C3=[N+]2CCS3)cc1 (stereo not given) | 7 | 5 | 97 | -4 | -2 | 20 | -3 | -7 | -1 | -0.6
CC(C)CCn1c(Br)nc2c1c(=O)n(CC(N)=O)c(=O)n2C | 12 | -8 | 95 | 1 | 5 | -12 | -1 | -4 | 11 | -2.1
CCOC(=O)c1cnc(SCC(=O)N2CCN(C(=O)c3ccco3)CC2)nc1N | 2 | -2 | 92 | 1 | 1 | 17 | 3 | 17 | -2 | 1.6
CC(C)(C)c1ccc(CNC(=O)c2ccc3c(c2)NC(=O)CO3)cc1 | 12 | 1 | 109 | 4 | -1 | -13 | -10 | 7 | -6 | 2.9
CSc1ccccc1C(=O)N1CCc2ccccc2C1 | -6 | 2 | 100 | -1 | -4 | -47 | 2 | -6 | -2 | -1.0
O=c1cc(C(F)(F)F)c2sc(N3CCCCC3)nc2[nH]1 | 13 | -6 | 108 | 0 | 1 | -10 | -4 | -3 | -4 | -2.2
COCCCNC(=S)Nc1cccc(SC)c1 | -2 | 3 | 101 | 3 | 13 | 6 | -2 | -1 | 3 | 0.8
O=C(Cn1nc(C(F)F)cc1C(F)F)NNC(=S)Nc1ccc(F)cc1 | 0 | 2 | 96 | 1 | 2 | -4 | -1 | 3 | -5 | 0.1
COc1cc(C(=O)Nc2scc(-c3ccc(C)cc3)c2C(=O)O)cc(OC)c1OC | 4 | -6 | 97 | 1 | 3 | -38 | -1 | -3 | 6 | 1.5
Cc1cc(NC(=O)CN2CCN(c3ccccc3O)CC2)no1 | 2 | 2 | 103 | 0 | -3 | 9 | 3 | 0 | 0 | -1.6
Cc1cc(-c2onc3ccc(Cl)cc23)ccc1O | 10 | 9 | 100 | -3 | -7 | 9 | 14 | -2 | -6 | -1.7
CN(C(=O)COC(=O)c1cc(F)c(F)cc1Cl)c1ccccc1 | 5 | 1 | 101 | 1 | 4 | -1 | -4 | -2 | -4 | -0.4
O=C(COC(=O)C12CC3CC(CC(C3)C1)C2)Nc1ccc([N+](=O)[O-])cc1Br | 5 | 10 | 96 | 1 | 0 | -11 | -6 | -3 | 1 | -1.8
O=C(O)c1cc(N/N=C/c2ccc(-c3ccc(F)cc3)o2)ccc1Cl | 13 | -5 | 85 | 6 | -1 | -12 | -8 | -5 | -3 | 0.4
CCCCOCCCNC(=O)c1cccc(OC)c1 | 5 | -7 | 97 | 1 | 1 | -10 | -2 | -4 | 7 | -0.1
O=S(=O)(c1ccc(N2CCCC2)nc1)N1CCOCC1 | 1 | 7 | 98 | 2 | 0 | -1 | 4 | -4 | 11 | -1.4
COc1ccc(C(=O)OCC(=O)c2ccc(S(=O)(=O)N3CCCCC3)cc2)c(OC)c1 | 3 | -3 | 104 | -2 | 12 | 1 | 12 | 4 | 1 | -1.2
O=C(COC(=O)c1ccc(Cl)c(S(=O)(=O)N2CCCCC2)c1)NCCc1ccccc1 | 7 | 1 | 100 | 0 | 1 | -11 | 11 | -4 | -3 | 2.3
CCCCCN(C(=O)CCC(=O)OCc1cccc(C(F)(F)F)c1)c1c(N)n(CCCC)c(=O)[nH]c1=O | -2 | -2 | 101 | -1 | -3 | 5 | 5 | -10 | -3 | 0.9
COC(=O)c1c(Cc2ccccc2Cl)c[nH]c1C | 3 | -2 | 108 | 0 | 4 | 7 | 1 | -2 | -4 | -2.7
CCC(CC)C(=O)N1N=C(c2ccc(NS(C)(=O)=O)cc2)CC1c1ccc(C)cc1 (stereo not given) | 18 | -1 | 97 | -2 | -1 | -4 | -3 | 1 | -2 | 6.9
CCOC(=O)c1sc2nc(Cc3ccc(Cl)cc3)[nH]c(=S)c2c1C | 19 | -22 | 102 | 2 | 3 | -16 | 3 | -14 | 4 | -1.2
CC(C)CNC(=S)NNC(=O)c1csc2c1CCCC2 | 17 | -5 | 101 | -8 | -5 | 5 | -5 | -1 | -3 | 0.0
CCCCOc1ccc(/C=C/C(=O)OCC(=O)N2CC(=O)Nc3ccccc32)cc1OCC | 0 | 5 | 90 | -3 | 1 | 11 | -11 | -9 | 14 | 6.9
CN(CCCC1CCCC1)C(=O)CC1C(=O)NCCN1Cc1cccc(F)c1F (stereo not given) | 5 | 3 | 102 | 2 | 3 | -11 | 0 | -11 | -2 | -2.3
Cc1nn(-c2ccccc2)c2c1C(c1cccnc1)N1C=C(S(=O)(=O)N3CCCCC3)C=CC1=N2 (stereo not given) | 11 | 12 | 95 | -1 | 4 | -6 | 0 | -12 | 9 | -0.2
Cc1ccc(N(C(=O)C(F)(F)F)C(C(=O)NC2CCCCC2)c2cccs2)cc1C (stereo not given) | 4 | -1 | 99 | 0 | 8 | -18 | 3 | -5 | 1 | -1.0
O=C(O/N=C1\CCCc2ccccc21)C1CC1 | 1 | -1 | 103 | 1 | 0 | 4 | -6 | 1 | 2 | -3.1
COCc1cc(C)nc(OC)c1C(N)=O | 2 | 2 | 105 | 1 | 5 | -16 | 8 | 4 | 1 | -0.3
Cc1nc2c(-c3ccccc3)c(C)[nH]n2c(=O)c1Cc1ccccc1 | 10 | x | 103 | 0 | 59* | -17 | 4 | -3 | 16 | -1.1
CC1=C(C#N)C(=O)OC(C)(C)C1 | 4 | 0 | 95 | 2 | 9 | -9 | 2 | 1 | -8 | 0.7

Two compounds drawn at random from those above, as already listed:
SMILES | MC4R antag cAMP | TLR9-MyD88 block | ABCB6 inh 2 | N-glyco inh | HTR2A ag | SRC2 inh | ABHD5 PLIN5 PPI | NOD2 RIPK2 PPI | Cardio protect | MC4R ag barr
CC(C)CCn1c(Br)nc2c1c(=O)n(CC(N)=O)c(=O)n2C | 12 | -8 | 95 | 1 | 5 | -12 | -1 | -4 | 11 | -2.1
Cc1nc2c(-c3ccccc3)c(C)[nH]n2c(=O)c1Cc1ccccc1 | 10 | x | 103 | 0 | 59* | -17 | 4 | -3 | 16 | -1.1

In the list so far, 6 contain a thiophene ring, fused or not.
SMILES | MC4R antag cAMP | TLR9-MyD88 block | ABCB6 inh 2 | N-glyco inh | HTR2A ag | SRC2 inh | ABHD5 PLIN5 PPI | NOD2 RIPK2 PPI | Cardio protect | MC4R ag barr
Fc1ccc2cc(-c3ccsc3)ncc2c1 | -2 | -7 | 89 | -1 | 9 | -4 | 7 | -7 | -9 | -0.5
CC(Sc1ccsc1[N+](=O)[O-])C(=O)NCCc1ccc(Cl)cc1 (stereo not given) | 7 | 1 | 90 | 3 | -5 | 9 | 11 | 8 | -2 | -0.6
COc1cc(C(=O)Nc2scc(-c3ccc(C)cc3)c2C(=O)O)cc(OC)c1OC | 4 | -6 | 97 | 1 | 3 | -38 | -1 | -3 | 6 | 1.5
CCOC(=O)c1sc2nc(Cc3ccc(Cl)cc3)[nH]c(=S)c2c1C | 19 | -22 | 102 | 2 | 3 | -16 | 3 | -14 | 4 | -1.2
CC(C)CNC(=S)NNC(=O)c1csc2c1CCCC2 | 17 | -5 | 101 | -8 | -5 | 5 | -5 | -1 | -3 | 0.0
Cc1ccc(N(C(=O)C(F)(F)F)C(C(=O)NC2CCCCC2)c2cccs2)cc1C (stereo not given) | 4 | -1 | 99 | 0 | 8 | -18 | 3 | -5 | 1 | -1.0
